Screening results (PubChem)
PMI inhibition – human PMI inhibitors, high substrate, primary screen, biochemical, fluorescence intensity, high mannose 6-phosphate (AID 1220) | Mannose-6-phosphate isomerase (Homo sapiens) | recombinant PMI enzyme, coupled fluorescence intensity; higher % means a stronger effect | inhibition, % at 20 µM; hits with a dose series show IC50 in µM | 190,000 tested, 0.66% active
TNAP activation fold – human TNAP enzyme activators, primary screen, biochemical, luminescent, no phosphate acceptor, uHTS (AID 1001) | Alkaline phosphatase, tissue-nonspecific isozyme (Homo sapiens) | purified TNAP, luminescent activation assay, no phosphate acceptor; higher activation fold means a stronger effect | activation fold at 20 µM; hits with a dose series show EC50 in µM | 200,000 tested, 0.03% active; in the data active = activation fold from about 3, or a potency from the dose series; inactive = the rest, 99 in 100 with activation fold below about 1.6; note: many of its hits are not listed in these tables
human PMI inhibition – inhibitors of human PMI, primary screen, biochemical, fluorescence intensity, coupled assay (AID 1209); purified PMI enzyme, coupled fluorescence intensity; higher % means a stronger effect; one-dose inhibition, % at 20 µM; IC50 in µM for titrated hits; 190,000 tested, 0.42% active;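 note: plate controls were DMSO vehicle for no effect and wells lacking substrate for full effect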
XIAP antagonists – XIAP antagonists, biochemical, IAP family, fluorescence polarization (AID 1018); XIAP BIR domain, fluorescence polarization peptide displacement; higher % means a stronger effect; E3 ubiquitin-protein ligase XIAP (Homo sapiens); 200,000 tested, 0.007% active; displacement, % at 20 µM, or IC50 in µM where a hit was titrated; in the data active = displacement above about 50%; note: a part of the inactive calls stands beside numbers as strong as those of hits
LYP phosphatase – inhibitors of LYP phosphatase, biochemical, fluorescence intensity, uHTS (AID 1779); Tyrosine-protein phosphatase non-receptor type 22 (Homo sapiens); recombinant LYP phosphatase, fluorescence intensity; higher % means a stronger effect; one-dose inhibition, % at 11.5 µM; IC50 in µM for titrated hits; 290,000 tested, 0.054% active;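 note: plate controls were vehicle with enzyme for no effect and no enzyme for full effect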
NOD1 inhibition – NOD1 signaling inhibitors, primary screen, cell-based, luminescence, uHTS (AID 1578); NOD1-driven NF-kB luciferase reporter cells, luminescence; higher % means a stronger effect; one-dose inhibition, % at 4 µM; EC50 in µM for titrated hits; 290,000 tested, 1% active; in the data active = inhibition mostly above about 36%, no sharp cut-off; inactive = mostly below about 34%;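 note: HEK-293T reporter cells stimulated with the NOD1 agonist gamma-tri-DAP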
KOR beta-arrestin-1 – KOR agonists, beta-arrestin recruitment, primary screen, cell-based, luminescence, uHTS (AID 1777) | KOR beta-arrestin recruitment, luminescence; higher % means a stronger effect | one-dose activation, % at 10 µM; EC50 in µM for titrated hits | 280,000 tested, 0.02% active | Kappa-type opioid receptor (Homo sapiens); in the data active = activation above about 50%, passing the limit was not always enough; note: a part of the inactive calls stands beside numbers as strong as those of hits
KOR beta-arrestin-2 – KOR antagonists, beta-arrestin recruitment, cell-based, luminescence, uHTS (AID 1778). KOR beta-arrestin recruitment, luminescence, antagonist mode; higher % means a stronger effect. 290,000 tested, 0.091% active. inhibition, % at 10 µM, or IC50 in µM where a hit was titrated. Kappa-type opioid receptor (Homo sapiens); note: strong numbers were not always called active
HEK293 NOD2/NF-kB – NOD2 signaling inhibitors, cell-based, luminescence, uHTS, HEK293 (AID 1566) | inhibition, % at 4 µM; hits with a dose series show EC50 in µM | 290,000 tested, 0.63% active | HEK293 NOD2/NF-kB luciferase reporter, luminescence; higher % means a stronger effect; note: many of its hits are not listed in these tables
Starred values were filed as active, the others as inactive; / = no result given; [ ] = another dose, or the depositor's remark. Cut-off read from the data, not from the text of the source, unless noted: active = inhibition above about 50%; inactive = the rest. The list is partial; the hit share may differ from the screen's.

PMI inhibition	human PMI inhibition	KOR beta-arrestin-1	NOD1 inhibition	XIAP antagonists	LYP phosphatase	TNAP activation fold	HEK293 NOD2/NF-kB	KOR beta-arrestin-2	Compound
/	/	-3.1%	-4.6%	/	-1.4%	/	8.5%	-19.0%	Cc1cc(C)cc(NC(=O)Nc2ccc(S(=O)(=O)Nc3cc(C)on3)cc2)c1
-5.4%	-6.6%	/	11.2%	-8.5%	-6.5%	1	7.4%	-23.6%[20 µM]	COc1ccc(CN(C(=O)c2ccc(CN3CCOCC3)o2)C(C(=O)NCC2CCCO2)c2ccc(F)cc2)cc1 (stereo not given)
-23.3%	-4.2%	-5.8%	13.1%	-9.1%	3.5%	1.1	-11.7%	-28.2%	CCOC(=O)C1CCN(S(=O)(=O)c2cccc(-c3cn4cc(Cl)ccc4n3)c2)CC1
0.2%	-7.3%	6.1%	-21.3%	-0.9%	-2.5%	1	16.0%	33.2%	COc1cccc(-n2c(=O)[nH]cc(C(=O)Nc3ccc4c(c3)OCCO4)c2=O)c1
-6.7%	-1.9%	9.5%	2.2%	-11.3%	-6.5%	0.9	-10.8%	-24.9%	CCN1C(=O)NC2=C(C(=O)c3ccccc32)C1c1ccccc1F (stereo not given)
/	/	-3.3%	-28.4%	/	-9.1%	/	3.4%	-32.6%	CC(C)(C)NC(=O)CN(C(=O)CNS(=O)(=O)c1ccc(Cl)cc1)c1ccc2c(c1)OCCO2
-1.5%	7.1%	-1.1%	-37.0%	-6.9%	-9.8%	1.1	-35.4%	5.5%	O=C(NC1CCCCCCC1)c1ccccc1O
11.9%	7.3%	-3.0%	-2.7%	-2.7%	-4.5%	1	12.5%	-15.0%	CCOc1ccc(CC2CC(=O)NC2=O)cc1 (stereo not given)
29.7%	-9.5%	10.4%	-21.8%	0.2%	-4.5%	1	16.0%	20.7%	c1coc(-c2nc3ccccc3nc2-c2ccco2)c1
8.4%	5.0%	-5.2%	-14.0%	1.8%	-3.6%	1.1	-9.5%	8.8%	O=C(Cn1cnc2c(nnn2Cc2ccccc2)c1=O)NCC1CCCO1 (stereo not given)
8.2%	9.8%	-2.2%	17.5%	-8.6%	0.7%	1.1	24.2%	-19.5%[20 µM]	CN(c1cccc(NC(=O)c2ccc(N(C)S(=O)(=O)c3ccccc3)cc2)c1)S(C)(=O)=O
1.8%	11.4%	2.5%	-1.0%	-8.8%	0.5%	1.2	23.7%	-18.7%	COc1ccccc1OCCOCCOc1ccc(C)cc1Br
5.3%	-5.4%	3.8%	-28.6%	-3.7%	2.0%	1.1	-11.8%	-10.9%	COCCCNC(=O)CN(c1ccc(Cl)c(Cl)c1)S(C)(=O)=O
-5.8%	-12.0%	-4.1%	-21.4%	-3.6%	-8.2%	1.1	14.4%	-0.7%	COc1ccc(N2C(=O)CC(N3CCCCC3)C2=O)cc1 (stereo not given)
-25.9%	-7.3%	-3.5%	-6.3%	-8.3%	-2.5%	1	-0.1%	-26.8%	O=C(COC(=O)Cc1ccc(S(=O)(=O)N2CCOCC2)s1)NCc1ccc(Cl)cc1
-1.4%	-1.8%	3.4%	-18.6%	-2.3%	-6.4%	1.1	19.4%	27.2%	Cc1cccc(NC(=O)/C(C#N)=C/c2cn(CC(=O)NCc3ccco3)c3ccccc23)c1
-3.3%	5.2%	-3.0%	13.5%	-4.6%	-7.8%	1	16.3%	27.5%	O=C(CCCn1c(=O)[nH]c2cc(Cl)ccc2c1=O)NC1CCCCCC1
/	/	2.5%	-17.3%	/	-11.3%	/	2.7%	10.2%	COCCN1C(=O)c2ccc(C(=O)Nc3cccnc3)cc2C1=O
-0.9%	-0.1%	13.4%	-4.5%	-3.9%	-4.2%	1.1	11.8%	-22.9%	CCCS(=O)(=O)N1CCCC(C(=O)NCCCN2CCN(c3cccc(Cl)c3)CC2)C1 (stereo not given)
-3.4%	-3.5%	0.1%	-32.8%	-4.8%	-8.4%	1.1	-10.1%	-64.5%[20 µM]	CCCC(C)NC(=O)COc1ccc(S(=O)(=O)N2CCCC2)cc1 (stereo not given)
-1.7%	2.8%	-1.7%	/	-7.9%	2.9%	1.1	17.1%	17.5%	COc1ccc(OC)c(S(=O)(=O)NCc2csc(-c3ccccc3)n2)c1
5.6%	2.5%	-1.6%	-54.6%	-4.9%	-6.7%	1.1	-55.4%	-59.5%	COc1cccc(/C=N/N=C(\N)c2nonc2N)c1O
-4.3%	-3.3%	6.2%	-2.7%	-5.3%	-0.3%	1.1	-5.6%	25.2%	COc1ccc(C(=O)NCC(=O)OC2CCCCC2=O)cc1 (stereo not given)
/	/	-2.3%	-31.1%	/	-6.6%	/	-3.6%	-7.6%	O=C(CNC(=O)c1ccc(Br)o1)NCC1CCCO1 (stereo not given)
-2.6%	-1.2%	-0.2%	-26.7%	-4.9%	-5.0%	0.7	1.2%	-5.3%	Clc1ccc(OCc2nn3c(-c4ccccc4)nnc3s2)c(Cl)c1

Fetched one by one from the entries so far (4):
PMI inhibition	human PMI inhibition	KOR beta-arrestin-1	NOD1 inhibition	XIAP antagonists	LYP phosphatase	TNAP activation fold	HEK293 NOD2/NF-kB	KOR beta-arrestin-2	Compound
0.2%	-7.3%	6.1%	-21.3%	-0.9%	-2.5%	1	16.0%	33.2%	COc1cccc(-n2c(=O)[nH]cc(C(=O)Nc3ccc4c(c3)OCCO4)c2=O)c1
29.7%	-9.5%	10.4%	-21.8%	0.2%	-4.5%	1	16.0%	20.7%	c1coc(-c2nc3ccccc3nc2-c2ccco2)c1
-25.9%	-7.3%	-3.5%	-6.3%	-8.3%	-2.5%	1	-0.1%	-26.8%	O=C(COC(=O)Cc1ccc(S(=O)(=O)N2CCOCC2)s1)NCc1ccc(Cl)cc1
-1.7%	2.8%	-1.7%	/	-7.9%	2.9%	1.1	17.1%	17.5%	COc1ccc(OC)c(S(=O)(=O)NCc2csc(-c3ccccc3)n2)c1

Going on with the list:
PMI inhibition	human PMI inhibition	KOR beta-arrestin-1	NOD1 inhibition	XIAP antagonists	LYP phosphatase	TNAP activation fold	HEK293 NOD2/NF-kB	KOR beta-arrestin-2	Compound
/	/	-3.6%	-12.4%	/	-9.8%	/	8.9%	-8.6%	O=C(Nc1cccc(CNCCc2c[nH]c3ccccc23)c1)c1ccccc1Cl
-2.5%	15.2%	-0.2%	-15.5%	0.6%	0.4%	1.1	8.8%	25.7%	Cc1ccc(NC(=O)COc2ncnc3c(Cl)cc(Cl)cc23)cc1[N+](=O)[O-]
16.9%	18.9%	-3.2%	-3.9%	-2.8%	-2.2%	1.2	6.3%	5.9%	Cc1csc2nc(CNC(=O)C3CC=CCC3C(=O)O)cn12 (stereo not given)
4.1%	7.1%	0.2%	-64.5%	-1.2%	-7.3%	1.1	-106.9%	-8.6%	COc1ccc(C(=O)Nc2cccc(OC)c2)cc1
/	/	1.4%	-13.4%	/	-6.9%	/	-0.3%	-13.0%[20 µM]	CC(C)(C)NC(=O)CSc1nnc(-c2c[nH]c3ccccc23)o1
2.4%	6.6%	-4.0%	-23.4%	-5.2%	-9.4%	1	0.3%	-4.0%[20 µM]	NC(=O)CCS(=O)(=O)c1ccc(Cl)cc1
/	/	0.4%	-7.5%	/	-7.2%	/	9.1%	-12.3%	O=C(CS(=O)(=O)c1ccccc1)N1CCCCC1
/	/	-0.7%	-10.2%	/	-8.2%	/	2.4%	-12.6%[20 µM]	C[C@@H]1ON(C2CCCCC2)[C@H]2c3nc4ccccc4n3C[C@@H]12
/	/	-4.0%	-6.1%	/	-7.2%	/	14.5%	-12.6%	CCC1(CC)Cc2ccccc2-c2nc(CN(C)C)[nH]c(=O)c21
/	/	-3.0%	-18.9%	/	-9.1%	/	14.1%	-34.6%	O=C1CCC(C(=O)N2CCCCCC2)CN1CCc1ccc(Cl)cc1 (stereo not given)
-11.1%	-10.8%	-4.4%	-4.7%	-1.2%	-11.3%	1.1	10.5%	-2.8%[20 µM]	C=CCN(C(=O)CNC(=O)c1cccs1)C(C(=O)NC(C)(C)C)c1ccccc1 (stereo not given)
7.9%	9.8%	3.2%	-20.6%	-4.3%	-0.5%	0.9	8.6%	7.4%	COc1ccc(C(CC(=O)Nc2ccc(Cl)cc2F)NC(=O)C(F)(F)F)cc1 (stereo not given)
-3.2%	-5.2%	-3.1%	-25.1%	-5.0%	-1.9%	1	5.4%	20.3%	O=S1(=O)CCN(C(CCO)c2cccc(C(F)(F)F)c2)CC1 (stereo not given)
-7.7%	-0.1%	10.3%	8.0%	-5.9%	1.3%	0.9	-25.0%	-74.9%	O=C(O)CCCCc1nc2ccccc2s1
1.7%	-2.0%	-1.0%	-25.6%	-1.6%	4.1%	1.1	-0.9%	-0.8%	O=C1COc2ccc(C(=O)COC(=O)CNC(=O)c3ccco3)cc2N1
-10.1%	-10.3%	2.8%	-13.8%	-5.2%	13.2%	1	-11.5%	-14.5%	O=C(O)c1ccc(/C=C2\SC(=Nc3ccccc3)N(c3ccccc3)C2=O)cc1
/	/	3.9%	-4.0%	/	-6.6%	/	8.6%	-57.3%	COc1ccc(S(=O)(=O)N2CCC(n3cnc4ccccc43)CC2)cc1
23.7%	23.6%	0.2%	62.3%	-9.6%	6.8%	1.2	48.2%	14.9%	CCN(C(=O)c1ccc(C(C)(C)C)cc1)c1nnc(Cn2nnc3ccccc32)s1
7.6%	-11.0%	-4.1%	13.3%	-8.8%	3.7%	1.1	16.1%	-28.9%	COc1ccccc1NS(=O)(=O)c1ccc(O)c(C(=O)OCC(=O)c2ccc(Cl)cc2Cl)c1
/	/	1.1%	26.4%	/	-7.2%	/	19.3%	71.0%	Cn1nc(C(=O)Nc2nc(-c3ccc(F)cc3)cs2)ccc1=O
/	/	0.0%	-16.0%	/	-3.5%	/	-53.6%	-15.9%	CC1CCCN(CC(=O)Nc2cc(Cl)ccc2Oc2ccccc2)C1 (stereo not given)
/	/	0.0%	-1.1%	/	1.2%	/	-33.6%	4.1%	COc1cccc(NC(=O)Nc2nnc(Cc3ccc(F)cc3)s2)c1
-1.5%	-2.5%	-7.8%	-21.7%	-3.4%	2.6%	1.1	-3.2%	15.4%	Cc1ccc(S(=O)(=O)N2CCCC2C(=O)OCC(=O)Nc2ccc3c(c2)OCO3)cc1 (stereo not given)
/	/	1.6%	-4.9%	/	-4.8%	/	9.8%	0.3%	Cc1ccc(CS(=O)Cc2ccc(C(=O)NCc3ccccc3Cl)o2)cc1 (stereo not given)
-6.5%	0.5%	5.1%	15.0%	-1.5%	-5.4%	1.1	14.1%	-23.8%	Cc1nc2ncnn2c(C)c1CCC(=O)N1CCN(Cc2ccccc2)CC1
2.5%	1.4%	-0.1%	-27.5%	-4.9%	3.9%	1.1	12.6%	15.8%	CCN(CC)CCNC(=O)C(=O)NCC1OCCN1S(=O)(=O)c1ccc2c(c1)OCCO2 (stereo not given)
7.5%	9.4%	0.8%	-47.9%	-7.3%	-6.5%	1.1	-80.7%	-57.7%	Cc1csc(NC(=O)CSc2nnc(-c3ccccc3)o2)n1
-0.4%	-1.2%	-0.9%	-5.9%	-23.4%	-1.7%	1	0.9%	-6.9%	COc1ccccc1NC(=O)CCN1CCCCCC1
